KCNQ1 pot – human KCNQ1 channel potentiation or activation; P51787; CHO-K1 KCNQ1, thallium flux FluxOR fluorescence; active compounds read high; B-score at 10 µM; 310,000 tested, 0.35% active; AID 2648;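 active = fluorescence ratio B-score, a plate-corrected score, at least three library SD, with initial intensity B-score within 5 SD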
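Schedule – 37 °C overnight plating, 90-min dark dye load, 20-min compound pretreatment · System – stable KCNQ1 CHO-K1 line · Probe or stimulus – thallium- and potassium-containing depolarizing buffer · Measured by – kinetic FluxOR fluorescence, 10 s baseline plus 110 s post-stimulus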
hERG rescue – compounds protecting human hERG from proarrhythmic drug block; Q12809; CHO-hERG, FluxOR thallium flux, dofetilide IC70 present; activation (rescue from dofetilide block), less the hit threshold, % at 10 µM; 310,000 tested, 0.51% active; AID 1511;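 active = activation above the mean of controls blocked by dofetilide plus 5 SD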;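 note: thallium influx through hERG after potassium depolarization seen as dye fluorescence rise; in these data hits start at about 4.7%; inactives centre near -7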
Target sequence (Q12809 whole entry, looked up): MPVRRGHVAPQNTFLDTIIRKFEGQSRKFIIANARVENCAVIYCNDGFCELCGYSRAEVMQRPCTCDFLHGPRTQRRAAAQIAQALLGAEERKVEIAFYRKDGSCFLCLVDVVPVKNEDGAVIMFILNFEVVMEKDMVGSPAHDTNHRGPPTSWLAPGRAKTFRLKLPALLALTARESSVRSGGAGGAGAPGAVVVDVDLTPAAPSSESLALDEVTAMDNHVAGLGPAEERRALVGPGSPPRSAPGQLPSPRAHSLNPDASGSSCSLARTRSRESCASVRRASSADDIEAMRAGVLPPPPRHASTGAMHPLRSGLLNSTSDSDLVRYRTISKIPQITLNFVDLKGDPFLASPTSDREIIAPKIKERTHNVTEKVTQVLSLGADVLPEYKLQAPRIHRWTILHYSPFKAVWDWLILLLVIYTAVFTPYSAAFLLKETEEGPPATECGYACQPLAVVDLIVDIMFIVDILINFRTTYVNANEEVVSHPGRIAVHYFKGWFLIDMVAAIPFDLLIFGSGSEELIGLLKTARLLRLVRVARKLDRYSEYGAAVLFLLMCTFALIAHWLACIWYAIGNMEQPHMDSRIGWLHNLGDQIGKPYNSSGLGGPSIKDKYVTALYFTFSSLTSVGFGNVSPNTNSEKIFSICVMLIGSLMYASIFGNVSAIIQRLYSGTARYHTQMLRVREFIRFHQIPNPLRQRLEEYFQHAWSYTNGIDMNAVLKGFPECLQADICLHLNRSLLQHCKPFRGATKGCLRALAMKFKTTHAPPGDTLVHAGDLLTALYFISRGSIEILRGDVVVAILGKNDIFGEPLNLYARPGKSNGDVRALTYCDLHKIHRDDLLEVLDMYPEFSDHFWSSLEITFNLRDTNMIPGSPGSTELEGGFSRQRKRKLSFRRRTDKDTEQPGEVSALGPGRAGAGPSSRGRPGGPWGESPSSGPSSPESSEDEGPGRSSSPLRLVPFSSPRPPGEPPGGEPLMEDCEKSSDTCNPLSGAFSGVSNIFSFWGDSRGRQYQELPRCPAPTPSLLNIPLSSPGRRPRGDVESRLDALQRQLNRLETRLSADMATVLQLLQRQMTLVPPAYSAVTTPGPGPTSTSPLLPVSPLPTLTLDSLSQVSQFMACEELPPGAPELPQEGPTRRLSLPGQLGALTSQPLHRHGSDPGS
PolyA inhibitor – yeast polyadenylation inhibition. S. cerevisiae SKY197-pL101 polyadenylation reporter, beta-gal luminescence; efflux-impaired pdr1/pdr3 knockout yeast; score 100 = 6 SD above DMSO. calls only at 12 µM. 300,000 tested, 0.02% active;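 active = lowest replicate activity score at least 50, where 100 means six control SD above control mean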;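 note: yeast exposed to compound for 9 h at 30 °C; higher score means more reporter readthrough which indicates perturbed polyadenylation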
KCNK3 inh – human KCNK3 channel inhibition, primary screen; B-score at 10 µM; 340,000 tested, 0.84% active; CHO-KCNK3 thallium flux, FluxOR fluorescence; active compounds read low; AID 602410; O14649;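 active = B-score under library mean minus 4 SD, starting fluorescence ratio at most library mean plus 5 SD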;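 note: more negative B-score means stronger inhibition of thallium flux through KCNK3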
HDAC3 inh – human HDAC3 inhibition. O15379. recombinant HDAC3, fluorogenic peptide/trypsin coupled, fluorescence. inhibition, % at 8.3 µM. 320,000 tested, 0.15% active. AID 2718; in the data active = inhibition above about 26%, passing the limit was not always enough
KCNK9 block – inhibitors of human KCNK9 two-pore domain potassium channel; 310,000 tested, 1.2% active; HEK293 KCNK9, FluxOR thallium flux fluorescence; active compounds read low; Q9NPC2; B-score at 10 µM;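 active = ratio B-score over 3 SD below the library mean, with starting fluorescence within 5 SD of its mean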;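 note: negative B-score means less thallium flux so channel inhibition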
RGS4 act – potentiators or activators of RGS4 | HEK293 M3R/inducible RGS4, carbachol calcium flux Fluo4; active compounds read low | B-score at 10 µM | 310,000 tested, 0.92% active | AID 463111;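 active = B-score of the integrated calcium signal more than 4 SD below the library mean, with starting fluorescence not abnormally high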;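 note: negative B-score means reduced calcium response which marks RGS4 activation or potentiation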
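Assay system: HEK293 FlpIn-TREx cells, stable M3R, doxycycline-inducible RGS4 / Probe or stimulus: carbachol, ECmax concentration / Times: overnight RGS4 induction, 30 min dye load 37 °C, 20 min compound RT / Signal: kinetic calcium fluorescence imaging with Fluo4-AM dye, 2 µM / Measure: Agonist-evoked peak-minus-minimum fluorescence over baseline, integrated ratio, B score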
GSK3B inh – inhibitors of human GSK3beta kinase; P49841; GST-GSK3beta kinase, ADP-Glo luminescence, 60 min; active compounds read low; activity score (negative = inhibition), % at 10 µM; 300,000 tested, 0.038% active;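 active = more than half of replicate wells score below -50%, meaning over 50% inhibition versus plate controls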;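 note: 0% = median DMSO wells and -100% = median GW8510 positive control wells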
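Test system – GST-tagged human GSK3beta kinase, cell-free · Incubation – 60 min enzyme reaction, room temperature · Signal – ADP-Glo luminescence · Also added – peptide substrate and ATP at 25 µM · Controls – DMSO neutral wells and GW8510 at 20 µM as positive · Buffer or medium – Tris/MgCl2 kinase buffer · Measure – Luminescence-derived activity versus plate DMSO and GW8510 wells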
GSK3A inh – inhibitors of human GSK-3 alpha kinase; 320,000 tested, 0.1% active; P49840; ADP-Glo luminescence, 60 min; AID 2650; inhibition, % at 10 µM;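 in the data active = inhibition above about 50%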;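 note: GST-tagged GSK-3 alpha with peptide substrate and 25 µM ATP; 0% = DMSO neutral wells and 100% = GW8510 positive control wells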
Dyrk1A ADPGlo – Dyrk1A (rat) kinase inhibition; Q63470; ADP-Glo luminescence, NFATc1 peptide; inhibition, % at 12.5 µM; 310,000 tested, 0.43% active; in the data active = inhibition above about 50%;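 note: plate controls were vehicle with enzyme for no effect and no enzyme for full effect; many of its hits are not listed in these tables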
KCNQ1 block – human KCNQ1 channel inhibition. AID 2642. P51787. 310,000 tested, 1.3% active. CHO-K1 KCNQ1, FluxOR thallium flux fluorescence; active compounds read high. B-score at 10 µM;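 active = compounds whose thallium flux B-score, printed positive for inhibition, exceeds three library SD while starting fluorescence stays within three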;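 note: channel opened by potassium depolarization with thallium stimulus after 20 min compound exposure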
* marks the source's active call; other numbers are inactive results; i = inactive; . = not tested or not shown. A portion of the library; rates above refer to the full screens.

SMILES | KCNQ1 pot | hERG rescue | PolyA inhibitor | KCNK3 inh | HDAC3 inh | KCNK9 block | RGS4 act | GSK3B inh | GSK3A inh | Dyrk1A ADPGlo | KCNQ1 block
Cc1ccc(Sc2ccc(C=C3C(=O)N(C)C(=O)N(C)C3=O)o2)cc1 | i | -7 | i | i | -7 | i | i | 0 | -1 | . | i
O=c1c2ccccc2nc(-c2ccccc2Cl)n1-c1ccc(O)cc1 | i | -12 | i | i | 13 | i | i | 1 | -2 | 14 | i
C=C1N2CCC(CC2)C1(O)c1ccc(C)cc1 (centres undefined) | i | -6 | i | i | -6 | i | i | -1 | -2 | 3 | i
C/C(Cl)=C/CC1(CN2CCCC2=O)C(=O)NC(=O)NC1=O | i | -1 | i | i | 1 | i | i | 0 | 0 | -7 | i
CC(C)N1C(=O)/C(=C/C=C/c2ccco2)C(=O)N(Cc2ccco2)C1=O | i | -11 | i | i | 14 | i | i | 0 | -2 | 4 | i
CCN(CC)c1ccc(/C=C2\C(=O)NC(=S)N(C)C2=O)o1 | i | -7 | i | i | 12 | i | i | -2 | 0 | 6 | 7*
C[C@]12CC[C@H](O)CC1=CC[C@@H]1[C@@H]2CC[C@@]2(C)[C@H]1CC[C@]2(C)O | i | -5 | i | . | -7 | i | i | 1 | -2 | . | i
CCC(C)n1c(O)c(/C=N/N2CCOCC2)c(=O)[nH]c1=S (centres undefined) | i | -10 | i | i | 3 | i | i | -9 | 3 | -1 | i
Cc1ccc(CNCCc2ccccc2F)cc1 | i | -5 | i | i | -2 | i | i | 0 | -1 | -5 | i
Cc1ccsc1C(=O)C1CCCN(Cc2cc(C(C)C)n[nH]2)C1 (centres undefined) | i | -8 | i | i | -4 | i | i | -3 | 0 | -1 | i
COc1ccc(CNC(=O)CCC(=O)N2C[C@H]3C[C@H](C2)c2cccc(=O)n2C3)cc1 | i | -3 | i | i | 5 | i | i | 1 | -2 | 8 | i
CN1CCN(c2ccc([N+](=O)[O-])c(N/N=C3\CN4CCC3CC4)c2)CC1 | i | -13 | . | i | 7 | i | i | -1 | -1 | . | i
c1cnc(N2CCNCC2)nc1 | i | -6 | i | i | 1 | i | i | 1 | 1 | 6 | i
Cc1ccc2c(c1)=NC(=O)/C(=C/c1c(O)[nH]c(=O)[nH]c1=O)C=2 | i | -14 | i | i | 1 | i | i | 0 | 0 | 6 | i
Cc1ccsc1C(=O)C1CCCN(Cc2ccc(O)cc2)C1 (centres undefined) | i | -21 | i | i | 2 | i | i | 3 | -1 | -5 | i
O=C1CN=C(c2ccc(Br)cc2)c2c(sc3c2CCCC3)N1CCN1CCCCC1 | i | -25 | i | i | 1 | i | i | 1 | -3 | -5 | i
CN1C2CCC1C(COC(=O)c1ccccc1)C(O)C2 (centres undefined) | i | -6 | i | i | 4 | i | i | 0 | 0 | 2 | i
CSc1nc2ccc(C)cc2c(=O)n1-c1cccnc1 | i | -5 | i | i | 0 | i | i | 1 | -1 | 7 | i
OCCNCCc1c[nH]c2ccc(OCc3ccccc3)cc12 | i | -7 | i | i | 9 | i | i | 0 | -2 | 0 | i
COc1ccc(-n2nc(C(=O)NCC(=O)N3CCC4(CC3)OCCO4)c3ccccc3c2=O)cc1Cl | i | -18 | . | i | -3 | i | i | -1 | -2 | 10 | i

4 of these compounds in a different format.
| smiles | KCNQ1 pot | hERG rescue | PolyA inhibitor | KCNK3 inh | HDAC3 inh | KCNK9 block | RGS4 act | GSK3B inh | GSK3A inh | Dyrk1A ADPGlo | KCNQ1 block |
| --- | --- | --- | --- | --- | --- | --- | --- | --- | --- | --- | --- |
| c1cnc(N2CCNCC2)nc1 | i | -6 | i | i | 1 | i | i | 1 | 1 | 6 | i |
| Cc1ccsc1C(=O)C1CCCN(Cc2cc(C(C)C)n[nH]2)C1 (centres undefined) | i | -8 | i | i | -4 | i | i | -3 | 0 | -1 | i |
| CSc1nc2ccc(C)cc2c(=O)n1-c1cccnc1 | i | -5 | i | i | 0 | i | i | 1 | -1 | 7 | i |
| Cc1ccc2c(c1)=NC(=O)/C(=C/c1c(O)[nH]c(=O)[nH]c1=O)C=2 | i | -14 | i | i | 1 | i | i | 0 | 0 | 6 | i |

Back to the main list, starting 3 compounds before the break.
SMILES | KCNQ1 pot | hERG rescue | PolyA inhibitor | KCNK3 inh | HDAC3 inh | KCNK9 block | RGS4 act | GSK3B inh | GSK3A inh | Dyrk1A ADPGlo | KCNQ1 block
CSc1nc2ccc(C)cc2c(=O)n1-c1cccnc1 | i | -5 | i | i | 0 | i | i | 1 | -1 | 7 | i
OCCNCCc1c[nH]c2ccc(OCc3ccccc3)cc12 | i | -7 | i | i | 9 | i | i | 0 | -2 | 0 | i
COc1ccc(-n2nc(C(=O)NCC(=O)N3CCC4(CC3)OCCO4)c3ccccc3c2=O)cc1Cl | i | -18 | . | i | -3 | i | i | -1 | -2 | 10 | i
CCOC(=O)c1c(N)n(Cc2ccc(OC)cc2)c2nc3ccccc3nc12 | i | -8 | i | . | . | i | i | -1 | . | . | i
Cn1c(=O)cc(OCC(=O)N2CCC3(CC2)OCCO3)c2ccccc21 | i | -9 | i | i | -6 | i | i | -2 | -2 | -10 | i
C#CC1(O)CCC2C3CCC4=C/C(=N/OCC(=O)NCC(=O)NC(C(=O)O)C(C)C)CC[C@]4(C)C3CC[C@@]21C (some centres undefined) | i | -10 | i | i | 1 | i | i | 2 | -1 | 1 | i
Nc1cc(C(=O)Nc2ccc(Cl)cc2)ccc1N1CC2CC(C1)c1cccc(=O)n1C2 (centres undefined) | i | -14 | i | i | 10 | i | i | 4 | -1 | -3 | i
COc1cc(OC)c(OC)cc1CNCCc1ccc2c(c1)OCO2 | i | -8 | i | i | 4 | i | i | -2 | 3 | . | i
CC(C)c1onc(C(=O)N2CCC3(CC2)OCCO3)c1[N+](=O)[O-] | i | -5 | i | i | 4 | i | i | 3 | -1 | 0 | i
CN1CCN(c2ccc(C(N)=O)cc2[N+](=O)[O-])CC1 | i | -6 | i | i | -4 | i | i | -1 | 2 | -1 | i
FC(F)(F)c1cccc(NC2=NCCCS2)c1 | i | -11 | i | i | 0 | i | i | -1 | 0 | 2 | i
COc1ccc2ccccc2c1CNCCc1ccccc1 | i | -10 | i | i | 2 | i | i | -2 | -3 | -1 | i
COc1cccc(N2C(=O)/C(=C/c3ccc(C)o3)C(=O)NC2=S)c1 | i | -6 | i | i | 7 | i | i | 2 | -4 | -5 | i
O=C1CN=C(c2ccccc2)c2cc(Br)ccc2N1Cc1cc(=O)n2ccccc2n1 | i | -3 | i | i | 5 | i | i | -3 | -2 | -2 | i
COC(=O)C1=C(c2cccc(OC)c2OC)C[C@@H]2CC[C@H]1N2C(=O)NCc1ccc(C(F)(F)F)cc1 | i | 0 | i | i | 14 | i | i | 3 | -2 | 5 | i
Cc1c(N=Cc2c(O)n(Cc3ccc(F)cc3)c(=O)[nH]c2=O)c(=O)n(-c2ccccc2)n1C | i | -9 | i | i | 6 | i | i | -3 | . | -1 | i
CN1CC=C(c2c[nH]c3ccccc23)CC1 | i | -12 | i | i | -2 | i | i | -1 | 4 | 5 | i
CN1CCN(c2cc(N3CCCCCC3)c(F)cc2[N+](=O)[O-])CC1 | i | -13 | i | i | 10 | i | i | -1 | 5 | 4 | i
CC(=O)c1ccc(OC(NC(=O)c2ccco2)C(Cl)(Cl)Cl)cc1 (centres undefined) | i | -3 | i | i | 2 | i | i | -5 | -3 | -8 | i
CCCCCCC(=O)N/N=C/c1c(O)n(C2CC2)c(=S)[nH]c1=O | i | -18 | i | i | 5 | i | i | -1 | -5 | 2 | i
CN1CCN(c2cc(N3CCCC3)c([N+](=O)[O-])cc2F)CC1 | 9* | -12 | . | i | 2 | i | i | 1 | -2 | -1 | i
CCN(CC)CCN=Cc1c(O)n(CCc2ccccc2)c(=O)[nH]c1=O | i | -4 | i | i | 7 | i | i | -2 | 2 | 2 | i
C=CCn1c(O)c(C(C)=NC2CCN(Cc3ccccc3)CC2)c(=O)[nH]c1=O | i | 4 | i | i | -3 | i | i | -1 | 2 | . | i
Oc1ccccc1CN(CCc1ccccc1)Cc1ccccc1 | i | -9 | i | -8.9* | -2 | -7.9* | i | 0 | 1 | -9 | 9*
COc1cc(OC)c(OC)cc1/C=C1\C(=O)NC(=O)N(Cc2ccccc2)C1=O | i | -10 | i | i | 6 | i | i | -1 | -2 | 0 | i
CCOP(=O)(Cc1ccc(C(=O)CC)o1)OCC | i | -4 | i | i | . | i | i | 0 | 0 | 2 | i
CC(C)CCN1CCN(Cc2c(F)cccc2Cl)CC1CCO (centres undefined) | i | -9 | i | i | -1 | i | i | 5 | -3 | 2 | i
CC(=NC1CCN(Cc2ccccc2)CC1)c1c(O)n(C)c(=O)n(C)c1=O | i | -4 | i | i | -3 | i | i | -2 | 2 | 0 | i
c1ccc(CN2CCN(Cc3ccc4c(c3)OCCO4)CC2)cc1 | i | -5 | i | i | 7 | i | i | -3 | . | 4 | i
O=C(CN1CCOCC1)Nc1ccc(Br)cc1C(=O)c1ccccc1 | i | -10 | i | i | 2 | i | i | 0 | -1 | 2 | i
COc1ccccc1[As](=O)(O)CC(O)COc1ccc(Cl)cc1Cl (centres undefined) | i | -4 | i | . | -5 | i | i | 2 | -4 | . | i
COc1ccc(-c2nc3ccccc3c(=O)n2-c2nccs2)cc1 | i | -9 | i | i | 1 | i | i | -1 | 4 | 2 | i
OC(c1ccncc1)(c1ccc(F)cc1)c1ccc(F)cc1 | i | -7 | i | i | 5 | i | i | 3 | -2 | -9 | i
O=c1c2ccccc2nc(-c2ccco2)n1-c1nccs1 | i | -8 | i | i | -1 | i | i | -2 | 2 | -2 | i
Oc1ccc2ccccc2c1CN1CC=C(c2ccccc2)CC1 | i | -2 | i | i | -2 | i | i | 1 | 0 | -3 | i
Cc1ccccc1NC(=S)NC(NC(=O)CF)C(Cl)(Cl)Cl (centres undefined) | i | -9 | i | i | 1 | i | i | 1 | . | -6 | i
COc1ccc(NC(c2ccccc2F)P(=O)(Oc2ccccc2)Oc2ccccc2)cc1 (centres undefined) | i | -14 | i | i | 17 | i | i | -1 | 0 | 4 | i
c1ccc(C2CN3CCC2CC3)cc1 (centres undefined) | i | -4 | i | i | 2 | i | i | 1 | -2 | . | i

Bioassay records: PubChem BioAssay, several laboratories
